# KCNQ1 block: inhibitors of human KCNQ1 channel, primary screen, cell-based, thallium flux, high-throughput. B-score at 10 µM. AID 2642, 2010. hit rate 1.3% among 310,000. CHO-K1 KCNQ1, FluxOR thallium flux fluorescence; hits give high values;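 active = compounds whose thallium flux B-score, printed positive for inhibition, exceeds three library SD while starting fluorescence stays within three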;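 also: channel opened by potassium depolarization with thallium stimulus after 20 min compound exposure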
# SKKanGAS inh: S. pyogenes SKKanGAS growth inhibitors in kanamycin, primary screen, streptokinase expression inhibitor project, SKKanGAS strain, BacTiter-Glo luminescence | hit rate 1.3% among 300,000 | inhibition, % at 7.5 µM | 6 h;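 active = mean replicate score, as percent of positive control median, at least 50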;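 also: strain carries kanamycin resistance gene driven by streptokinase promoter and grows in 40 µg/ml kanamycin; loss of luminescence reflects streptokinase promoter inhibition or plain growth inhibition; 0% = median of DMSO wells and 100% = positive control at its reference dose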
# ANO1 block: TMEM16A chloride channel inhibitors, primary screen, cell-based, HTS; Anoctamin-1 (Mus musculus), Q8BHY3; HEK293 TMEM16A/YFP iodide influx fluorescence, ionomycin; normalized B-score (activity score, 25-100; higher = stronger inhibition) at 10 µM; hit rate 1.2% among 310,000;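 active = ratio plate-corrected score three or more library SD toward inhibition, starting fluorescence score within five deviations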;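 also: score derived from kinetic fluorescence span divided by baseline fluorescence per well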
# ANO1 activ: TMEM16A chloride channel activators or potentiators, primary screen, cell-based, HTS; Anoctamin-1 (Mus musculus), Q8BHY3; B-score at 10 µM; hit rate 0.3% among 340,000; HEK293 TMEM16A/YFP-H148Q/I152L, iodide quench fluorescence; hits give low values;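 active = fluorescence-ratio B-score plate-corrected deviation score at least 3 library SD below zero, with starting fluorescence score within 5 deviations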;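 also: channel opened by trigger with iodide after compound preincubation; score built on the fluorescence ratio of max minus min over baseline; more negative score means more quench and so TMEM16A activation or potentiation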
# RGS4 block: RGS4 inhibitors, primary screen, cell-based, HEK293 M3R inducible RGS4, calcium flux | Regulator of G-protein signaling 4 (Homo sapiens), P49798 | hit rate 0.45% among 310,000 | B-score at 10 µM | Fluo-4 calcium flux; hits give high values; triggered by carbachol at its EC20 | AID 463165, 2010;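 active = B-score, a plate-corrected calcium signal, over three deviations above library mean, with baseline fluorescence within five deviations of library mean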;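 also: RGS4 expression induced by doxycycline in cells with stable M3 receptor; B-score is computed from the integrated fluorescence ratio over baseline after carbachol; higher B-score means a larger calcium signal and so more RGS4 inhibition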
# Target sequence (P49798 whole entry, looked up): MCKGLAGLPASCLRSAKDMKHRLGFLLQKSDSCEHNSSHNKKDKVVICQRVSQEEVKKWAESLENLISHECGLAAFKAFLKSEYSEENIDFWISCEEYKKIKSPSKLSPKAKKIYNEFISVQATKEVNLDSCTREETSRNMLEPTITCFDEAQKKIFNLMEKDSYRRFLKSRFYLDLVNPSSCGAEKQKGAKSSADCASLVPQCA
# hERG protect: hERG rescue from dofetilide block, primary screen, cell-based, CHO-hERG, FluxOR thallium flux, dofetilide IC70 | dofetilide IC70 present | activation (rescue from dofetilide block), less the hit threshold, % at 10 µM | AID 1511, 2009 | hit rate 0.51% among 310,000 | Voltage-gated inwardly rectifying potassium channel KCNH2 (Homo sapiens), Q12809;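 active = activation above the mean of controls blocked by dofetilide plus 5 SD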;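 also: thallium influx through hERG after potassium depolarization seen as dye fluorescence rise; in these data hits start at about 4.7%; inactives centre near -7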
# KCNK3 block: human KCNK3 channel inhibitors, primary screen, CHO cells, FluxOR thallium flux, B-score | Potassium channel subfamily K member 3 (Homo sapiens), O14649 | B-score at 10 µM | FluxOR fluorescence; hits give low values | hit rate 0.84% among 340,000;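 active = B-score under library mean minus 4 SD, starting fluorescence ratio at most library mean plus 5 SD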;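 also: more negative B-score means stronger inhibition of thallium flux through KCNK3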
# KCNK9 block: KCNK9 potassium channel inhibitors, primary screen, HEK293 cells, thallium flux; FluxOR thallium flux fluorescence; hits give low values; B-score at 10 µM; hit rate 1.2% among 310,000; AID 488922, 2010;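 active = ratio B-score over 3 SD below the library mean, with starting fluorescence within 5 SD of its mean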;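 also: negative B-score means less thallium flux so channel inhibition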
# Target sequence (Q9NPC2 whole entry, looked up): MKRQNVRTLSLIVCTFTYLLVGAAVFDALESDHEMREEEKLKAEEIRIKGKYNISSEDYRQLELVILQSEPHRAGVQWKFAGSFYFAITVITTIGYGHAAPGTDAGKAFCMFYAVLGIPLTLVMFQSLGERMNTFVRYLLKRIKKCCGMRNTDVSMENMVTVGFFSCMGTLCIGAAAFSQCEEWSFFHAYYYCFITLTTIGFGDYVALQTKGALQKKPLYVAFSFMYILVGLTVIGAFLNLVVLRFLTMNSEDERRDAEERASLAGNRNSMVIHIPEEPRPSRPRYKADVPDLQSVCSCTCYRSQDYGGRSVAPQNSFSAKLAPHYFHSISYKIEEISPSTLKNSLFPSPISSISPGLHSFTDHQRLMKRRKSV
# KCNQ1 pot: potentiators or activators of KCNQ1 channel, primary screen, cell-based, thallium flux, high-throughput; hit rate 0.35% among 310,000; AID 2648, 2010; B-score at 10 µM; CHO-K1 KCNQ1, thallium flux FluxOR fluorescence; hits give high values; Potassium voltage-gated channel subfamily KQT member 1 (Homo sapiens), P51787;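 active = fluorescence ratio B-score, a plate-corrected score, at least three library SD, with initial intensity B-score within 5 SD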
#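 Material: CHO-K1 cells stably expressing KCNQ1. Medium: assay buffer for compound exposure, DMSO matched across wells. Reagent: K+/Tl+ depolarizing stimulus. Compound dosing: single-concentration screen. Times: 37 °C overnight plating, 90-min dark dye load, 20-min compound pretreatment. Technique: FluxOR Tl+ flux fluorescence.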
# RGS4 pot: RGS4 potentiators or activators, primary screen, cell-based, HEK293 M3R inducible RGS4, calcium flux; B-score at 10 µM; hit rate 0.92% among 310,000; carbachol calcium flux Fluo4; hits give low values;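 active = B-score of the integrated calcium signal more than 4 SD below the library mean, with starting fluorescence not abnormally high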;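 also: negative B-score means reduced calcium response which marks RGS4 activation or potentiation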
#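 Test system: HEK293 cells with stable M3R and inducible RGS4; also added: carbachol at ECmax as muscarinic agonist stimulus; schedule: dye loading 30 min 37 °C, buffer rest 30 min RT; technique: kinetic calcium fluorescence imaging with Fluo4-AM dye, 2 µM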
# HDAC3 inh: HDAC3 deacetylase inhibitors, primary screen, biochemical, fluorescence, cell-free homogeneous; Histone deacetylase 3 (Homo sapiens), O15379; recombinant HDAC3, fluorogenic peptide/trypsin coupled; inhibition, % at 8.3 µM; hit rate 0.15% among 320,000; in the data active = inhibition above about 26%, passing the limit was not always enough
# Target sequence (O15379 whole entry, looked up): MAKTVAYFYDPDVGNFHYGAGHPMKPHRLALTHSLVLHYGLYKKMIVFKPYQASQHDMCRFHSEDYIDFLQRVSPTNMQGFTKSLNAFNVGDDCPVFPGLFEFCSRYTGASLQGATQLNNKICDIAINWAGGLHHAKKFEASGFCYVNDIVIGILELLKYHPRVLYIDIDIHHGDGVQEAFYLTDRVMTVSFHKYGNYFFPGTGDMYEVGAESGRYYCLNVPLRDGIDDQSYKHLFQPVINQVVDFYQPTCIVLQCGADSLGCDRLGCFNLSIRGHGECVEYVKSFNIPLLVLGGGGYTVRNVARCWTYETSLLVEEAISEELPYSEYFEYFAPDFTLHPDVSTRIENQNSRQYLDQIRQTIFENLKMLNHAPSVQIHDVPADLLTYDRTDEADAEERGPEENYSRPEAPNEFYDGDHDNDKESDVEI
# * hit, by the source's call; i = inactive; . = not tested or not shown.
# Second line of a record – KCNQ1 block, SKKanGAS inh, ANO1 block, ANO1 activ, RGS4 block, hERG protect, KCNK3 block, KCNK9 block, KCNQ1 pot, RGS4 pot, HDAC3 inh
1. CSc1nc(-c2cccs2)c(C#N)c(=O)[nH]1
    i, 1, i, i, i, -6, i, i, i, i, 2
2. CC1CCN(CCCNc2cc(NCCO)c([N+](=O)[O-])c3nonc23)CC1
    i, 4, i, i, i, -9, i, i, i, i, 2
3. CCCCC1CCC(C(=O)OCC(=O)Nc2ccc(S(N)(=O)=O)cc2)CC1 (stereo not given)
    i, -7, i, i, i, -7, i, i, i, i, 17
4. OCC1CCCN(C(=S)Nc2ccc(Oc3ccccc3)cc2)C1 (stereo not given)
    i, -5, i, i, i, -5, i, i, i, i, -4
5. Nc1ccccc1-c1nc2ccccc2[nH]c1=O
    i, 2, i, i, i, -8, i, i, i, i, -2
6. COC(=O)C1=C(C(C)=O)C(c2ccc(C)cc2)n2nnnc2N1 (stereo not given)
    i, 0, i, i, i, -4, i, i, i, i, 5
7. Cc1nn(Cc2ccc(Br)cc2)c(C)c1NC(=O)c1nn(C)cc1Cl
    i, 6, i, i, i, -13, i, i, i, i, 1
8. O=C(COC(=O)c1ccc[nH]c1=O)NC1CCCC1
    i, -2, i, i, i, -2, i, i, i, i, 3
9. c1ccc(-n2nnc3c(N4CCOCC4)ncnc32)cc1
    i, -7, i, i, i, -8, i, i, i, i, 0
10. CCc1ccc(OCC(=O)NC(=S)Nc2ccc(F)cc2)c(Br)c1
    i, -1, i, i, i, -5, i, i, i, i, 17
11. COc1ccc(OC(C)C(=O)Nc2cccc([N+](=O)[O-])c2)cc1 (stereo not given)
    i, -2, i, i, i, -12, i, i, i, i, 5
12. O=C1CCCN1c1cc(Cl)cc(Cl)c1
    i, -5, i, i, i, -2, i, i, i, i, -4
13. O=C(Oc1ccc(C(=S)N2CCOCC2)cc1)c1ccc(F)cc1
    i, 1, i, i, i, 1, i, i, i, i, 2
14. C/C(CC(=O)Nc1ccc(Cl)cc1Cl)=N\NC(=O)c1cnccn1
    i, -2, i, i, i, -2, i, i, i, i, .
15. Cc1ccc2c(c1)N=C(c1ccccc1)CC(C(Cl)Cl)=N2
    i, 10, i, i, i, -5, i, i, i, i, -5
16. COC(=O)C1(C)NC(=O)c2ccccc2N1 (stereo not given)
    i, 5, i, i, i, -7, i, i, i, i, -19
17. O=C(c1n[nH]c(=O)c2ccccc12)N1CCN(Cc2ccc3c(c2)OCO3)CC1
    i, -7, i, i, i, -13, i, i, i, i, 3
18. CCN1CCN(c2ccc(S(=O)(=O)N3CCCCC3)cc2NC(=O)c2ccc(F)cc2)CC1
    i, 1, i, i, i, -1, i, i, i, i, 3
19. CC(C)(CNC(=O)c1cccc(F)c1)CNC(=O)c1cccc(F)c1
    i, -5, i, i, i, -4, i, i, i, i, -3
20. O=C(c1ccc(OC2CCN(CCCc3ccccc3)CC2)cc1)N1CCCC1
    i, 2, i, i, i, -12, i, i, i, -7.4*, -2
21. NS(=O)(=O)c1ccc(NC(=S)N2CCN(Cc3ccc(Cl)c(Cl)c3)CC2)cc1
    i, 4, i, i, i, -9, i, i, i, i, -2
22. COc1cc(OC)cc(-c2nnc(SCC(=O)NCc3cccs3)o2)c1
    i, -8, i, i, i, -5, i, i, i, i, 2
23. CCCCCCCN1CCC(=O)N([C@H](CO)CC(C)C)CC1
    i, 1, i, i, i, -8, i, i, i, i, 2
24. CC(=O)Nc1ccc(-n2nnnc2SCC(=O)NC2CCCC2)cc1
    i, 1, i, i, i, -8, i, i, i, i, 1
25. CCCOc1ccc(C(=O)CCNc2ccc(C)c(Cl)c2)cc1
    i, -5, i, i, i, -6, i, i, i, i, 3
26. COC(Cn1c2c(c3cc(C)ccc31)CCCC2NCc1ccccc1)OC (stereo not given)
    i, -3, ., i, i, -7, i, i, i, i, .
27. Cc1ccccc1CSc1nc2c(c(=O)[nH]1)CCCC2
    i, -7, i, ., i, -7, ., i, i, i, 3
28. CC1C(=O)NN=C1C(=O)N/N=C/c1cccs1 (stereo not given)
    i, -1, i, i, i, -4, i, i, i, i, 8
29. COC(=O)C1=C(C)N(c2cc(C)cc(C)c2)/C(=C/c2ccco2)C1=O
    i, -8, i, i, i, -5, i, i, i, i, -1
30. Cc1cc(C)c(NC(=O)CS(=O)CC(=O)NCCN2CCCCCC2)c(C)c1 (stereo not given)
    i, -6, i, i, i, -4, i, i, i, i, -3
31. CCCc1ccc(NC(=O)C2CCN(c3cnccn3)CC2)cc1
    i, -8, i, i, i, -7, i, i, i, i, .
32. O=C(Cn1cc(C(F)(F)F)ccc1=O)N/N=C/c1ccc(Cl)cc1Cl
    i, -2, i, i, i, -1, i, i, i, i, 1
33. CCCN1CCN(CCNC(=O)Nc2ccccc2Cl)CC1
    i, 9, i, i, i, -3, i, i, i, i, -2
34. O=S(=O)(N/N=C\C=C\c1ccccc1)c1ccc(Cl)cc1
    i, -7, i, i, i, -13, i, i, i, i, 3
35. CCCn1nnc(NC(=S)NC(=O)CC)n1
    i, -1, i, i, i, -15, i, i, i, i, -7
36. Cn1c(C(=O)N2CCCc3ccccc32)cc2c(=O)n3ccccc3nc21
    i, -9, i, ., i, -12, ., i, i, i, -1
37. O=C1C(Cl)=C(NC2CCCCC2)C(=O)N1Cc1ccccc1
    i, 30, i, i, i, -8, i, i, i, i, 8
38. CCN1C(=O)N[C@@H](c2cccc(C(F)(F)F)c2)C(C(=O)OC)=C1C
    i, 6, i, i, i, 1, i, i, i, i, -5
39. CCCS(=O)(=O)c1nc(S(=O)(=O)c2ccc(C)cc2)c(N2CCN(CCO)CC2)s1
    i, -10, i, i, i, -4, i, i, i, i, -2
40. OC1(c2ccc(Br)cc2)CN(c2ccccc2)C2=[N+]1CCS2 (stereo not given)
    i, 3, i, i, i, -18, i, i, i, i, 6
41. COc1ccc(Cl)cc1NC(=O)CN(C)CC(=O)Nc1ccccc1N1CCOCC1
    i, 14, i, i, i, -19, i, i, i, i, 3
42. COC(=O)c1ccc2c(c1)N(Cc1nc(-c3ccc(Cl)cc3)oc1C)C(=O)C1CCCN21 (stereo not given)
    i, 1, i, i, i, -8, i, i, i, i, .
43. CCOc1ccc(N2C(=O)CC(NCCNc3ccc(C(=O)c4cccs4)cc3)C2=O)cc1 (stereo not given)
    i, 4, i, i, i, -16, i, i, i, i, -10
44. O=C(O)CCC(=O)Nc1ccc(-c2nc3ccc(C(=O)c4ccccc4)cc3[nH]2)cc1
    i, 2, i, i, i, 1, i, i, i, i, 1
45. COc1ccccc1NC(=O)Cn1nc(C(F)(F)F)c2c1CCCC2
    i, -7, i, i, i, -2, i, i, i, i, -5
46. COC(=O)Nc1sc2c(c1C(N)=O)CCCCCC2
    i, 0, i, i, i, -4, i, i, i, i, 4
47. CN1CCN(C(=O)CSc2nnc(COc3ccccc3)o2)CC1
    i, -2, i, i, i, -8, i, i, i, i, 5
48. Cc1ccc(S(=O)(=O)n2c(N)nc3ccccc32)cc1
    i, 1, i, i, i, -6, i, i, i, -7.8*, 3
49. Cc1ccc(S(=O)(=O)Cc2ccc(C(=O)OCc3ccccc3)cc2)cc1
    i, 2, 25*, i, i, -5, i, i, i, i, -6
50. OCCn1c(C(F)(F)F)nc2ccccc21
    i, 1, i, i, i, 1, i, i, i, i, 1
51. Cc1ccc(C(=O)NCCc2cccc(Cl)c2)cc1[N+](=O)[O-]
    i, 7, i, i, i, -10, i, i, i, i, 1
52. C/C(O)=C(\C#N)P(=O)(c1ccccc1)c1ccccc1
    i, 3, i, i, i, -2, i, i, i, i, 0
53. O=C(CSc1n[nH]c(-c2ccco2)n1)Nc1ccccc1F
    i, 2, i, i, i, -2, i, i, i, i, 2
54. CCCC(C)c1nnc(NC(=O)C2CC(=O)N(CCc3ccc(F)cc3)C2)s1 (stereo not given)
    i, -1, i, i, i, -6, i, i, i, i, 11
55. O=C(CSc1nnc(-c2cccs2)n1CC1CCCO1)N1CCCC1 (stereo not given)
    i, -1, i, i, i, -3, i, i, i, i, -6
56. Cc1ccccc1NS(=O)(=O)c1ccc2[nH]c(=O)[nH]c2c1
    i, 34, i, i, i, -5, i, i, i, i, -7
57. COn1c(SCc2ccc(C)cc2C)nc2ccccc2c1=O
    i, 4, i, i, i, -9, i, i, i, i, -6
58. Cc1cnc2cc(Cl)ccc2c1SCC(=O)O
    i, 8, i, i, i, -5, i, i, i, i, 0
59. COCCCN=Cc1c(-c2ccccc2)[nH]n(-c2nc3ccccc3s2)c1=O
    i, 13, i, i, i, -18, i, i, i, i, 9
60. CC(C)(C)c1ccc(NC(=O)N2CCN(c3ccc([N+](=O)[O-])cn3)CC2)cc1
    i, 27, i, i, i, -4, i, i, i, i, -10

# (further entries)
# Second line of a record – KCNQ1 block, SKKanGAS inh, ANO1 block, ANO1 activ, RGS4 block, hERG protect, KCNK3 block, KCNK9 block, KCNQ1 pot, RGS4 pot, HDAC3 inh
61. O=C(CCN1CCN(c2ccccc2F)CC1)c1ccc(Br)cc1
    i, 5, i, i, 19*, -10, i, i, i, i, -10
62. CSCCC(NS(=O)(=O)c1ccc(C)cc1)C(=O)NNC(=O)c1csc(N2CCOCC2)n1 (stereo not given)
    i, -5, i, i, i, -8, i, i, i, i, 0
63. CCn1c(CNc2cccc(C(F)(F)F)c2)n[nH]c1=S
    i, -6, i, i, i, -3, i, i, i, i, -2
64. COc1cccc(C(=O)Nc2c3c(nn2-c2ccc([N+](=O)[O-])cc2)CS(=O)(=O)C3)c1
    i, 1, i, i, i, -8, i, i, i, i, 3
65. CC(=O)Nc1ccc(S(=O)(=O)NC2(C(F)(F)F)C(=O)Nc3c2c(=O)n(C)c(=O)n3C)cc1 (stereo not given)
    i, 0, i, i, i, -6, i, i, i, i, -3
66. Cc1cc(C)c(C#N)c(OCC(=O)c2ccc(Br)cc2)n1
    i, -8, i, i, i, -12, i, i, i, i, 0

# Assay outcomes: PubChem BioAssay, several laboratories
